Compound activity as filed in PubChem.
S1P4 antag = antagonists of human S1P4 receptor; S1P4-expressing cells, antagonist mode, reporter read-out; inhibition, % at 4.98 µM; actives 0.26% (n = 220,000); in the data active = inhibition above about 29%;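 also: 0% = wells stimulated with agonist and 100% = vehicle wells without agonist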
Target sequence (O95977 whole entry, looked up): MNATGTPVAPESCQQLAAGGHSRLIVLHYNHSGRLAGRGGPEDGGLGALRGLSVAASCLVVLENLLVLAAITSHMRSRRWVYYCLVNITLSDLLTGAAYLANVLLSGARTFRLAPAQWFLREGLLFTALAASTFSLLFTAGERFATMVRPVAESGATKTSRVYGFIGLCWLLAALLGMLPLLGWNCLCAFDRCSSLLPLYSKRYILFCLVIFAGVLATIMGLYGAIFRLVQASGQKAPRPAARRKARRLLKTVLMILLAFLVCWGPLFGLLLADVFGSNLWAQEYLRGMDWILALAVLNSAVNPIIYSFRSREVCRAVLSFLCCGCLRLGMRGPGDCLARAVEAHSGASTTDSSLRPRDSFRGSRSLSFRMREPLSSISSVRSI
BaF3 parental = parental Ba/F3 viability inhibition as JAK2V617F counter-screen; CellTiter-Glo ATP luminescence; inhibition, % at 5.6 µM; actives 1.1% (n = 220,000);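 active = inhibition above a per-campaign cutoff, the mean inhibition of all tested compounds plus 3 SD, cut at about 27% in these data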;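 also: 0% = DMSO wells and 100% = JAK Inhibitor I control wells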
EP2 mod = EP2 receptor (human) modulation; EP2-expressing cells, cAMP HTRF FRET, PGE2 co-stimulation; induction, % at 25 µM; actives 0.83% (n = 260,000); P43116;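 active = compounds whose cAMP rise, as percent of the full-agonist control response, exceeds 60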;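 also: rat C6 glioma line stably carrying human EP2 under a CMV promoter; the protocol text gives 20 µM as final concentration; 100% = response of wells given 1 µM PGE2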
Target sequence (P43116 whole entry, looked up): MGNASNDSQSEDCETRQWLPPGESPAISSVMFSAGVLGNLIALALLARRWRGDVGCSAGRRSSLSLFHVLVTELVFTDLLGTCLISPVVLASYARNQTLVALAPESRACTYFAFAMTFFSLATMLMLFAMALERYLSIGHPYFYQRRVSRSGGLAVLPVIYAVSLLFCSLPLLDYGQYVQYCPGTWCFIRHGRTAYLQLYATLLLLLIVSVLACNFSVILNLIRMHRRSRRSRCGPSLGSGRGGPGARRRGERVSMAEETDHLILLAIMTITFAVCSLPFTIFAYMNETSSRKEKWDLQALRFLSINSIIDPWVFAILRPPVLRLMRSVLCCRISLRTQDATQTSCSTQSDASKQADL
Ba/F3 V617F tox = lowers viability of Ba/F3 cells expressing EpoR and JAK2V617F | ATP luminescence | inhibition, % at 5.6 µM | AID 1446 | actives 1.1% (n = 220,000);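 active = inhibition above the campaign mean plus 3 SD over all tested compounds, cut at about 24% in these data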;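 also: cytokine-independent growth of Ba/F3 cells driven by EpoR plus mutant JAK2; 0% = DMSO-treated cells and 100% = JAK inhibitor I control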
S1P4 agonist = activates the human S1P4 receptor; S1P4-expressing cell line, agonist reporter assay; activation, % at 4.98 µM; actives 0.35% (n = 220,000); AID 1509; in the data active = activation above about 11%;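 also: 0% = DMSO vehicle and 100% = reference agonist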
zfTRPN1 agonist = activates the zebrafish TRPN1 channel; HEK293 zebrafish TRPN1-YFP, Fluo-8 calcium fluorescence; 100% = response to 87 µM carbachol; activation, % at 3 µM; actives 0.18% (n = 220,000);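 active = activation above its plate's cutoff, the mean activation of test wells on that plate plus 3 SD, cut at about 19% in these data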;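 also: 0% = DMSO alone and 100% = 87 µM carbachol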
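Material: zebrafish TRPN1-YFP in HEK293 cells. Doses: one dose of 3 µM, 0.3% DMSO. Incubation: dye 1 h 37 °C plus 30 min RT. Measured by: intracellular calcium fluorescence with Fluo-8.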
m-calpain inh = blocks pig calpain II enzyme activity; purified calpain II, fluorogenic peptide substrate, 30 min; inhibition, % at 16 µM; actives 0.37% (n = 220,000); AID 1236;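 active = inhibition above about 50%, limit read from the data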
PERK inh = human PERK inhibition, primary cell-based screen. Q9NZJ5. CHO PERK-DD fusion, SEAP luminescence translation reporter. inhibition, % at 5.6 µM. actives 0.17% (n = 220,000). AID 1416;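 active = inhibition above the mean inhibition of all tested compounds plus 3 SD, set separately per screening campaign, cut at about 2.9% in these data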;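 also: PERK kinase domain activated by AP20187 dimerizer at 100 nM; 0% = DMSO with dimerizer and 100% = rapamycin at 8.4 µM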
TRPML3 agonist = human mucolipin-3 channel agonism | HEK293 TRPML3-YFP, Fluo-8 calcium fluorescence; 100% = the carbachol control signal | activation, % at 3 µM | actives 0.29% (n = 220,000) | AID 1448;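 active = activation above its plate's cutoff, the mean activation of the plate's test wells plus 3 SD, cut at about 12% in these data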;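 also: 0% = DMSO only wells and 100% = carbachol wells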
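Test system: HEK293 cells stably carrying human TRPML3-YFP; Doses: single dose, 3 µM final nominal compound, 0.3% DMSO final; Schedule: dye loading 1 h 37 °C then 30 min ambient, 125 s read; Technique: Fluo-8 calcium fluorescence; Benchmarks: high control carbachol 87 µM, low control DMSO.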
Starred values were filed as active, the others as inactive; i = inactive; . = no result given.

Short forms – A = S1P4 antag; B = BaF3 parental; C = EP2 mod; D = Ba/F3 V617F tox; E = S1P4 agonist; F = zfTRPN1 agonist; G = m-calpain inh; H = PERK inh; I = TRPML3 agonist
> COc1cc(OC)c(Nc2cc(C)nc3nc(C)nn23)cc1Cl
  A: -12.3	B: 4.3	C: 12.5	D: 2.3	E: -0.6	F: -0.3	G: -34.3	H: -1.1	I: -0.3

> O=C(c1ccc2c(c1)OCCO2)C1CCN(S(=O)(=O)c2ccccc2F)CC1
  A: -5.0	B: 4.5	C: -28.8	D: 1.5	E: -2.4	F: 2.8	G: -7.8	H: 0.7	I: 0.8

> CCOC(=O)N1CCC(NC(=O)c2ccc3c(=O)n4c(nc3c2)CCCC4)CC1
  A: -6.9	B: -4.0	C: -5.5	D: -1.9	E: 1.0	F: 1.6	G: -22.9	H: -0.3	I: -0.4

> CCOC(=O)C1CCCN(c2c(C(=O)c3ccccc3)cnc3ccc(OC)cc23)C1 (centres undefined)
  A: -29.0	B: -2.5	C: 68.2*	D: 0.8	E: -0.6	F: -2.1	G: 35.1	H: -0.1	I: -1.1

> Nc1nc2nc(-c3cccs3)cc(C(F)(F)F)n2n1
  A: -11.4	B: 2.9	C: 19.8	D: -1.2	E: 10.7	F: 0.0	G: i	H: 1.0	I: 0.8

> N/C(=N\c1nc(CSc2nc3ccccc3s2)cc(=O)[nH]1)Nc1ccc(F)cc1
  A: -16.8	B: -3.8	C: 25.6	D: -2.0	E: 1.4	F: 2.9	G: -65.1	H: 0.1	I: 0.7

> Cc1cc(C(=O)N/N=C2\CC(=O)c3ccccc32)c(C)n1-c1ccc(F)cc1
  A: -4.1	B: 2.7	C: -25.9	D: -3.6	E: -0.9	F: -0.1	G: -38.6	H: -1.4	I: -0.4

> Cc1cccc(-c2c3c(=O)n(C)c(=O)n(C)c3cn2C(C)C)c1
  A: -7.7	B: 2.8	C: 49.7	D: -1.7	E: 0.1	F: -1.5	G: -28.6	H: 0.7	I: -1.0

> Cc1ccc(-n2c(C)n[nH]c2=S)cc1C
  A: -6.3	B: 3.1	C: 13.9	D: -0.5	E: 1.5	F: -0.3	G: -12.8	H: 1.2	I: 0.5

> C=CCOc1c2ccc(C(=O)NC3CCCc4ccccc43)cc2nn1C (centres undefined)
  A: -3.9	B: 2.9	C: -1.4	D: 2.5	E: -1.4	F: -0.6	G: -340.2	H: -1.1	I: -0.1

> CCc1cccc(C)c1NC(=S)N(CCCN1CCOCC1)Cc1cccnc1
  A: -2.7	B: -2.9	C: 5.0	D: -1.7	E: 0.8	F: -0.3	G: -3.9	H: 0.9	I: 0.1

> COc1ccc(CC(=O)N2CCN(S(=O)(=O)c3cccs3)CC2)cc1OC
  A: -19.9	B: 5.3	C: -11.7	D: -1.7	E: 1.8	F: 0.5	G: -10.1	H: -0.8	I: 0.9

> O=C(CCNC(=O)Cn1ccc2ccccc2c1=O)NCCC1=CCCCC1
  A: -6.7	B: 6.6	C: 16.9	D: 3.1	E: 0.2	F: -0.5	G: -13.8	H: 1.1	I: 1.5

> CCc1ccc(/C=C2\SC(N3CCOCC3)=NC2=O)cc1
  A: -17.4	B: 2.2	C: -18.3	D: 2.2	E: 0.0	F: -2.1	G: 22.9	H: -0.1	I: 0.3

> O=c1c2c(nc3c(-c4cccc(Br)c4)c[nH]n13)CCCC2
  A: 6.4	B: -1.3	C: -25.4	D: -3.1	E: -0.3	F: -0.4	G: -120.7	H: 1.8	I: 0.3

> O=C1c2ccccc2C(=O)N1c1ncccn1
  A: -14.1	B: -2.7	C: 3.3	D: -3.9	E: -1.2	F: -0.5	G: -11.8	H: 0.7	I: 0.2

> COc1ccc(/C=C(\C#N)C(=O)NCCCn2ccnc2)cc1
  A: -18.1	B: 6.1	C: -3.6	D: 1.2	E: 0.7	F: -2.2	G: 12.8	H: 0.7	I: 1.1

> O=C(N/N=C/c1cccc([N+](=O)[O-])c1)c1cccs1
  A: 2.8	B: 11.0	C: 8.8	D: 8.4	E: -0.5	F: 0.8	G: 29.9	H: -0.3	I: 0.6

> Cn1c(N)c(C(=O)COC(=O)Cn2cc(C(F)(F)F)ccc2=O)c(=O)n(C)c1=O
  A: -3.9	B: 5.1	C: 8.6	D: -0.5	E: -0.3	F: 2.0	G: -37.6	H: 0.2	I: 0.4

> CCCN(CCC)CCNC(=O)c1cc2c(=O)n(CC)c3ccccc3c2s1
  A: -5.0	B: 3.7	C: -8.1	D: -3.5	E: 0.9	F: 2.0	G: -230.2	H: -1.4	I: 1.3

> COc1cc(-c2nc(-c3cccc(C)c3)no2)cc(OC)c1OC
  A: -17.7	B: 4.1	C: 61.0*	D: -2.2	E: 1.9	F: -1.3	G: 4.2	H: -0.5	I: -0.3

> Cc1ccc([N+](=O)[O-])c(OCCN2CCNCC2)c1
  A: -6.9	B: 5.9	C: 8.0	D: 2.0	E: 2.2	F: -0.3	G: 18.2	H: -0.2	I: 0.9

> CCOCCCNc1nc(=S)[nH]c2cc(OC)c(OC)cc12
  A: -1.1	B: 0.6	C: -3.5	D: -2.1	E: -0.3	F: 1.1	G: -4.9	H: 0.2	I: 0.5

> CCCCSc1ncnc2[nH]ncc12
  A: -6.3	B: -1.1	C: 3.8	D: -3.1	E: 1.0	F: -1.4	G: 5.8	H: 2.6	I: -0.5

> CCc1nn(CCCN2CCN(c3cccc(Cl)c3)CC2)c(=O)n1CCOc1ccccc1
  A: 8.9	B: -4.2	C: .	D: 1.2	E: 1.3	F: 8.0	G: -13.0	H: 0.3	I: 3.8

> CC1Cc2ccccc2N1S(=O)(=O)c1cccc2nsnc12 (centres undefined)
  A: -25.6	B: 4.0	C: 17.4	D: 3.2	E: 0.7	F: 0.7	G: 10.3	H: -0.9	I: -1.1

> Cc1cc(NC(=O)c2ccccc2-c2ccccc2)ccc1Br
  A: 37.0*	B: 12.8	C: 25.4	D: 9.8	E: -0.9	F: -2.0	G: 37.5	H: -0.8	I: 0.1

> CCOC(=O)C1CCN(C(=O)c2cc(C)n(C(C)(C)C)n2)CC1
  A: 4.6	B: 1.9	C: -7.9	D: -4.0	E: -1.3	F: -0.5	G: 15.7	H: -0.3	I: 0.3

> CCSc1nnc(NC(=O)CSc2nnc(-c3c[nH]c4ccccc34)n2C)s1
  A: -10.6	B: 10.6	C: -1.4	D: -1.1	E: 0.3	F: 0.6	G: -21.2	H: 2.3	I: 1.0

> CC(C)N1CCC(N2CCN(C/C=C/c3ccc(F)cc3)CC2CCO)CC1 (centres undefined)
  A: 3.8	B: 6.7	C: -7.8	D: 2.7	E: 2.1	F: 0.3	G: -12.2	H: 0.3	I: 1.3

Retrieved one by one from the list above, four records:
Short forms – A = S1P4 antag; B = BaF3 parental; C = EP2 mod; D = Ba/F3 V617F tox; E = S1P4 agonist; F = zfTRPN1 agonist; G = m-calpain inh; H = PERK inh; I = TRPML3 agonist
> CC(C)N1CCC(N2CCN(C/C=C/c3ccc(F)cc3)CC2CCO)CC1 (centres undefined)
  A: 3.8	B: 6.7	C: -7.8	D: 2.7	E: 2.1	F: 0.3	G: -12.2	H: 0.3	I: 1.3

> CCCCSc1ncnc2[nH]ncc12
  A: -6.3	B: -1.1	C: 3.8	D: -3.1	E: 1.0	F: -1.4	G: 5.8	H: 2.6	I: -0.5

> Cc1cc(NC(=O)c2ccccc2-c2ccccc2)ccc1Br
  A: 37.0*	B: 12.8	C: 25.4	D: 9.8	E: -0.9	F: -2.0	G: 37.5	H: -0.8	I: 0.1

> CCc1nn(CCCN2CCN(c3cccc(Cl)c3)CC2)c(=O)n1CCOc1ccccc1
  A: 8.9	B: -4.2	C: .	D: 1.2	E: 1.3	F: 8.0	G: -13.0	H: 0.3	I: 3.8

Carrying on:
Short forms – A = S1P4 antag; B = BaF3 parental; C = EP2 mod; D = Ba/F3 V617F tox; E = S1P4 agonist; F = zfTRPN1 agonist; G = m-calpain inh; H = PERK inh; I = TRPML3 agonist
> Cc1cc2cc(CN(CCCO)S(=O)(=O)c3cccc4nsnc34)c(=O)[nH]c2cc1C
  A: -6.1	B: 7.0	C: -2.0	D: -0.1	E: 1.0	F: 2.7	G: -28.0	H: -0.6	I: 0.1

> CCn1c(=O)c(C(=O)CN2CCN(Cc3ccc4c(c3)OCO4)CC2)c(N)n(Cc2ccccc2)c1=O
  A: -2.3	B: 5.2	C: -9.5	D: -2.0	E: -0.9	F: -2.8	G: -15.3	H: 0.4	I: 0.1

> CCOC(=O)c1ccc2c(c1)nc(SCC(=O)N1CCCCC1)n2CC
  A: -16.3	B: 2.1	C: -5.2	D: 6.1	E: -2.1	F: -0.4	G: -22.8	H: -1.3	I: -0.7

> COc1ccc(S(=O)(=O)N(C(=O)c2ccncc2)c2ccc3oc4c(c3c2)CCCC4)cc1
  A: -5.6	B: 2.0	C: 14.4	D: -2.0	E: 2.0	F: -1.1	G: 2.2	H: 1.1	I: -0.3

> COc1cccc(CNc2nc3ccccc3n2CCN2CCCCC2)c1OC
  A: -2.9	B: 7.7	C: -5.3	D: 0.0	E: 2.6	F: 0.1	G: -14.2	H: -1.5	I: -0.8

> O=c1cc(N2CCN(Cc3ccccc3)CC2)[nH]c(=O)n1Cc1ccc(F)cc1
  A: -1.6	B: 7.7	C: -3.6	D: 5.2	E: -2.2	F: 1.2	G: -3.4	H: -0.3	I: 0.7

> Cc1cc(C(=O)CSc2nc(N)cc(N)n2)c(C)n1-c1cccc(C(F)(F)F)c1
  A: -13.2	B: 8.6	C: 23.2	D: 0.2	E: 0.4	F: -2.7	G: -5.5	H: 0.0	I: -1.3

> BrC(=C\c1ccccc1)/C=N/Nc1ccc2nncn2n1
  A: -10.3	B: -0.9	C: -64.0	D: -3.2	E: 1.0	F: 2.6	G: 26.8	H: 0.1	I: 0.4

> COCCN(C(=O)CCC(=O)Nc1nccs1)C(C(=O)NC(C)(C)C)c1ccc(Cl)cc1 (centres undefined)
  A: -21.1	B: 4.9	C: 22.8	D: -4.3	E: 1.4	F: -0.7	G: -14.7	H: 0.2	I: 0.0

> CN(Cc1ccc(OC(F)F)cc1)C(=O)c1ccc2nccnc2c1
  A: -22.7	B: 0.3	C: 10.0	D: -0.8	E: 0.0	F: 1.0	G: -19.7	H: -0.4	I: -0.1

> O=C(CNc1ccc2ccccc2c1)NNC1=NCCC1
  A: 15.2	B: 5.7	C: 8.8	D: 3.9	E: 0.1	F: 1.9	G: -23.9	H: -0.6	I: 0.7

> O=C(Cc1ccccc1)NCCn1ccc2ccccc21
  A: -11.1	B: 3.5	C: -24.7	D: -2.1	E: -1.4	F: -1.4	G: -13.1	H: 2.2	I: -0.4

> Cc1nn(-c2ccccc2)c2sc(C(=O)NC3CCCCC3)cc12
  A: 3.6	B: 0.3	C: -61.4	D: 1.5	E: 0.5	F: -1.8	G: -34.9	H: -0.2	I: 0.1

> O=C1CCCc2c1[nH]c1ccc(Br)cc21
  A: -11.5	B: 0.9	C: -70.5	D: -4.1	E: 1.9	F: 1.2	G: -9.9	H: 0.8	I: -0.1

> CC(=O)c1cc2ccc(O)cc2oc1=O
  A: -59.1	B: 2.6	C: 3.1	D: -2.2	E: 104.2*	F: -1.4	G: -314.1	H: 1.2	I: 0.2

> CNc1nc(C)c(C(C)=O)cc1C#N
  A: 3.5	B: 2.2	C: 9.3	D: -1.8	E: -1.5	F: -0.4	G: -70.2	H: 1.4	I: 1.0

> O=C(COC(=O)CCCN1C(=O)c2cccc3cccc(c23)C1=O)Nc1ccc(Cl)cc1
  A: 2.4	B: 4.2	C: 20.0	D: 0.0	E: 0.4	F: 0.0	G: -101.2	H: 1.0	I: 0.6

> COc1ccc(CNn2c(C)nc3ccccc3c2=O)cc1
  A: -2.1	B: -1.6	C: -27.5	D: -5.5	E: -0.9	F: 0.3	G: -3.2	H: -0.3	I: 1.0
